Source: PubChem (several laboratories)
Tat transport – blocks Tat-dependent protein export in E. coli. E. coli MC4100 TorA-mCherry Tat export, fluorescence. inhibition, % at 10 µM. actives 0.036% (n = 340,000). AID 488895;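 active = mean replicate inhibition at least 50% and at least half of replicates individually reaching 50%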;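 note: exported cargo escapes ClpAP degradation while cytoplasmic cargo is degraded and loses fluorescence; 0% = median of neutral control wells and 100% = median of NaSCN control wells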
OPRM1-OPRD1 inv – mu-delta opioid heterodimer inverse agonism; cell-based MOR-DOR heterodimer luminescence; P35372+P41143; actives 0.21% (n = 340,000); inhibition, % at 9.3 µM; in the data active = inhibition above about 22%, passing the limit was not always enough;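 note: 0% = cells with DMSO and 100% = wells without cells with DMSO; values of inactives mirror those of a sister screen read the other way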
HTR5A inv ag – counter-screen for OPRM1-OPRD1 inverse agonists: human HTR5A inverse agonism. P47898. actives 0.083% (n = 340,000). HTR5A cell line, luminescence. inhibition, % at 9.3 µM; in the data active = inhibition mostly above about 23%, no sharp cut-off; inactive = mostly below about 18%;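 note: 0% = cells with DMSO and 100% = no-cell wells with DMSO; some compounds called inactive have numbers as strong as hits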
Target sequence (P47898 whole entry, looked up): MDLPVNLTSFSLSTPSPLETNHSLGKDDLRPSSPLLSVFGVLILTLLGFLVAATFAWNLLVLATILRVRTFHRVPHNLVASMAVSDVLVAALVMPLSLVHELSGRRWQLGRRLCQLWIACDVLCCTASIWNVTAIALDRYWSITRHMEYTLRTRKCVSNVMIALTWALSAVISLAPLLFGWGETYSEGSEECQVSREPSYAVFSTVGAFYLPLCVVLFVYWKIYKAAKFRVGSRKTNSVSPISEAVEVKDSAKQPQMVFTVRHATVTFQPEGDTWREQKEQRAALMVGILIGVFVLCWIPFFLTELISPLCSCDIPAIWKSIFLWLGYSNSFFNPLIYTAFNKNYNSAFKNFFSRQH
Ecoli viability – reduces bacterial viability in AddAB counter-screen; E. coli V3065 growth, OD600 absorbance, 18 h; inhibition, % at 11.9 µM; actives 0.27% (n = 330,000); AID 449728;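 active = inhibition above the campaign's mean inhibition across all tested compounds plus 3 SD, cut at about 9.9% in these data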;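 note: uninfected addAB+ strain grown without phage in ampicillin broth; 0% = DMSO wells and 100% = ciprofloxacin 0.95 µg/ml wells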
AddAB inh – less growth of phage-infected E. coli with AddAB. E. coli expressing H. pylori AddAB, absorbance growth. inhibition, % at 11.9 µM. actives 0.29% (n = 330,000). AID 435030; in the data active = inhibition above about 12%;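 note: 0% = vehicle wells of infected cells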
SUMO Mot1 rescue – inhibitors of SUMOylation pathway: yeast Mot1-301 growth rescue; S. cerevisiae Mot1-301 growth rescue, ATP luminescence, 38.5C; percent above DMSO median, 100 means doubled; growth rescue, % at 18.8 µM; actives 1% (n = 320,000); AID 2716;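 active = every valid replicate shows activation above 250% relative to neutral control wells; inactive = the rest, any valid replicate at or below 250%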;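 note: OY570 slx delta 5 strain wells were the positive control but not used for scaling; some compounds called inactive have numbers as strong as hits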
PKA-R2B activ – activators of human PKA-R2B complex. P22694+P31323. actives 0.079% (n = 340,000). activation, % at 11.4 µM. PKA-R2B holoenzyme dissociation, Cy5-IP20 fluorescence polarization; R2B truncated from residue 108, S112A mutant; 0% DMSO only, 100% 113 µM cGMP. AID 504700;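 active = activation above a cutoff set at the mean over all compounds plus 3 SD, cut at about 18% in these data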;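 note: higher means more holoenzyme dissociation and a rise in polarization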
Target sequence (P31323 whole entry, looked up, other chains not shown, the tested form may be a part): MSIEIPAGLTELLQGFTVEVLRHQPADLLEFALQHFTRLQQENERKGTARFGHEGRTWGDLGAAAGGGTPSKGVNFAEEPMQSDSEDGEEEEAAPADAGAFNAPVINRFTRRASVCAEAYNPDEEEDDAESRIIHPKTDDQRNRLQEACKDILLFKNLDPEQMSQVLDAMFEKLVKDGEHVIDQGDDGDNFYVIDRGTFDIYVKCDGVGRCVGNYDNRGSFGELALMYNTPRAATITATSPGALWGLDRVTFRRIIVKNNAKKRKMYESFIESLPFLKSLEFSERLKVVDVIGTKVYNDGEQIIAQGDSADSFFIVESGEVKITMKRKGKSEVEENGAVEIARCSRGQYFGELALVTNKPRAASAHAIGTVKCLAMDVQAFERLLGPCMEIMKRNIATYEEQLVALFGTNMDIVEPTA
PKA-R1A act – activates the PKA-R1A holoenzyme complex; P00514+P68181; PKA-R1A dissociation, Cy5-IP20 fluorescence polarization; scaled: DMSO 0%, 113 µM cGMP 100%; activation, % at 11.4 µM; actives 0.083% (n = 340,000); AID 504707;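 active = percent activation above the mean of all tested compounds plus 3 SD, cut at about 19% in these data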;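 note: higher means more PKAc released from R1A so a rise in polarization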
MOR-DOR ag – OPRM1-OPRD1 heterodimerization agonism. AID 504326. activation, % at 9.3 µM. cells, luminescence. P35372+P41143. actives 0.3% (n = 340,000); in the data active = activation above about 18%;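 note: 0% = vehicle-treated cells and 100% = reference agonist; values of inactives mirror those of a sister screen read the other way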
phage Ecoli inh – E. coli growth loss with phage present. AID 651602. actives 0.26% (n = 360,000). growth absorbance. inhibition, % at 11.9 µM; in the data active = inhibition above about 11%
PfHsp90 set2 – inhibits growth of yeast expressing Plasmodium falciparum Hsp90; S. cerevisiae expressing PfHsp90, BacTiter-Glo ATP, 48 h; yeast lacking PDR1 and PDR3 efflux regulators; inhibition, % at 9.4 µM; actives 0.32% (n = 310,000);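 active = every replicate shows inhibition above about 80%, whatever the replicate mean, limit read from the data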;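 note: 0% = DMSO neutral controls and 100% = 20 µM radicicol positive controls; yeast relying on Plasmodium falciparum Hsp90 in place of its own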
Numbers without * were called inactive; / = not tested or not shown.

1: Cc1cc(C(=O)N2CCCC(N3CCN(c4cccc(Cl)c4)CC3)C2)n(C)n1 (centres undefined)
2: Cc1ccc(-n2ncc(C(=O)Nc3cc(Cl)cc(Cl)c3)c2C2CCNCC2)cc1C
3: Cc1ccc(S(=O)(=O)N2CCCC2C(=O)Nc2ccc(O)cc2)cc1 (centres undefined)
4: COc1ccc(NC(=O)n2nc(OC(=O)c3cccs3)cc2N)cc1
5: COc1cccc(C(=O)Nc2cc(Cl)c(O)c(Cl)c2)c1
6: Cc1c(OC(C(=O)O)c2ccccc2)ccc2c1oc(=O)c1ccccc12 (centres undefined)
7: CC(C)Oc1cccc(NC(=O)c2cnccc2C(F)(F)F)c1
8: Cc1cccc(NC(=O)CCCC(=O)OC(C)C(=O)c2ccccc2)c1 (centres undefined)

Assay by compound	1	2	3	4	5	6	7	8
MOR-DOR ag	-0.7	-1.9	-2.5	-1.1	-3.2	0.9	-3.1	-1.0
Tat transport	-7	3	-9	-7	-4	0	6	9
SUMO Mot1 rescue	-1	/	-9	11	-8	8	-6	-2
AddAB inh	/	/	1.9	2.9	-0.5	2.3	2.1	0.0
phage Ecoli inh	0.6	3.5	-0.3	-0.3	2.3	-0.6	0.4	4.1
PKA-R2B activ	6	4	-8	3	-8	-2	1	2
OPRM1-OPRD1 inv	4	12	13	6	16	-4	16	6
Ecoli viability	/	/	-1.4	-2.4	-1.8	2.6	-1.7	-0.8
HTR5A inv ag	-15	0	12	-13	-5	-1	-11	-7
PfHsp90 set2	2	/	2	6	4	-17	10	3
PKA-R1A act	-6	0	-5	0	4	-6	-1	12

9: Cc1ccc(Cl)cc1NC(=O)Cn1cc(C(F)(F)F)cc(Cl)c1=O
10: COc1ccc(Nc2nc(C)nc3c2nnn3Cc2ccccc2Cl)c(OC)c1
11: CCN1CCN(C2CCCCC2NS(=O)(=O)c2ccc(Cl)cc2)CC1 (centres undefined)
12: Cc1ccc(NC(=O)c2ccc(-n3cccn3)c([N+](=O)[O-])c2)cc1
13: CC(C)(C)c1ccc(C(=O)NCC(=O)OCC(=O)N2CCN(S(=O)(=O)c3ccc(Cl)cc3)CC2)cc1
14: O=C1N=c2ccccc2=C1c1[nH]c(=S)[nH]c1O
15: NC(CCC(=O)O)C12CC3CC(CC(C3)C1)C2 (centres undefined)
16: COc1ccccc1N(CC(O)Cn1ccnc1C)S(=O)(=O)c1ccccc1 (centres undefined)

Assay by compound	9	10	11	12	13	14	15	16
MOR-DOR ag	2.9	-1.5	1.0	-0.9	-1.2	-4.0	-1.9	-3.6
Tat transport	7	4	2	-2	17	0	-1	-1
SUMO Mot1 rescue	-7	-9	18	-4	-5	27	0	-13
AddAB inh	2.8	-0.5	-0.9	5.3	0.3	2.9	1.6	-1.1
phage Ecoli inh	3.2	-0.3	/	2.0	3.8	5.0	3.6	0.5
PKA-R2B activ	-7	-3	-6	0	-6	1	2	1
OPRM1-OPRD1 inv	-15	7	-5	4	6	21	9	17
Ecoli viability	0.7	3.5	0.9	-0.1	0.1	-0.9	-1.2	-2.8
HTR5A inv ag	4	-13	9	9	7	9	-41	-2
PfHsp90 set2	13	-8	-10	4	-23	9	3	-16
PKA-R1A act	-4	-2	-13	-8	0	7	-3	4

Five compounds picked at random from those above:
13: CC(C)(C)c1ccc(C(=O)NCC(=O)OCC(=O)N2CCN(S(=O)(=O)c3ccc(Cl)cc3)CC2)cc1
10: COc1ccc(Nc2nc(C)nc3c2nnn3Cc2ccccc2Cl)c(OC)c1
15: NC(CCC(=O)O)C12CC3CC(CC(C3)C1)C2 (centres undefined)
9: Cc1ccc(Cl)cc1NC(=O)Cn1cc(C(F)(F)F)cc(Cl)c1=O
11: CCN1CCN(C2CCCCC2NS(=O)(=O)c2ccc(Cl)cc2)CC1 (centres undefined)

Assay by compound	13	10	15	9	11
MOR-DOR ag	-1.2	-1.5	-1.9	2.9	1.0
Tat transport	17	4	-1	7	2
SUMO Mot1 rescue	-5	-9	0	-7	18
AddAB inh	0.3	-0.5	1.6	2.8	-0.9
phage Ecoli inh	3.8	-0.3	3.6	3.2	/
PKA-R2B activ	-6	-3	2	-7	-6
OPRM1-OPRD1 inv	6	7	9	-15	-5
Ecoli viability	0.1	3.5	-1.2	0.7	0.9
HTR5A inv ag	7	-13	-41	4	9
PfHsp90 set2	-23	-8	3	13	-10
PKA-R1A act	0	-2	-3	-4	-13

Other entries follow:
17: O=C(NCC1CCCO1)NC12CC3CC(CC(C3)C1)C2 (centres undefined)
18: Cc1ccc(CCNS(=O)(=O)c2ccc3c(c2)NC(=O)CCS3)cc1
19: CCn1c(SCC(=O)Nc2nccs2)nnc1-c1ccc(S(=O)(=O)N2CCCCC2)cc1
20: C=CCN1C(=O)c2ccccc2Sc2ccc(C(=O)N3CCN(C)CC3)cc21
21: C[C@H]1CN([C@@H](C)CO)C(=O)c2cccc(NC(=O)C3CC3)c2O[C@H]1CN(C)Cc1ccc(-c2ccccc2)cc1
22: CCc1nc2ccc(C(=O)Nc3ccc(NC(C)=O)cc3)cc2nc1CC
23: CN(C)c1ccc(N2CC(C)(C)C2=O)cc1
24: O=C(Nc1ccc(N2CCOCC2)cc1)c1cccc(S(=O)(=O)N2CCCC2)c1

Assay by compound	17	18	19	20	21	22	23	24
MOR-DOR ag	1.4	-1.3	-1.9	-2.4	-2.2	-3.4	-0.8	-2.6
Tat transport	2	-1	-11	-5	-1	1	-6	25
SUMO Mot1 rescue	12	5	-8	-2	-15	-6	1	6
AddAB inh	-0.1	0.4	2.0	3.8	0.6	0.7	1.3	2.1
phage Ecoli inh	-0.6	-0.3	4.9	2.0	0.3	0.2	4.3	2.6
PKA-R2B activ	-1	7	-5	-15	10	9	-6	12
OPRM1-OPRD1 inv	-9	7	10	14	13	17	4	14
Ecoli viability	-2.7	0.6	-0.5	1.2	-1.4	-1.1	0.1	-1.5
HTR5A inv ag	14	-16	4	-44	21	23	4	9
PfHsp90 set2	0	10	7	-7	6	-8	-6	-5
PKA-R1A act	-2	-7	-8	-14	4	-14	-3	-5

25: CNNC(=O)C(C)NC(=O)c1ccc(Br)cc1 (centres undefined)
26: COc1cccc(N(C(=O)c2sc(C)nc2C)C(C(=O)NCC2CCCO2)c2ccccc2)c1 (centres undefined)
27: Nc1nc2nccc(-c3cccnc3)n2n1
28: Cn1cnnc1Sc1ccc(C(=O)NCCC(c2ccccc2)c2ccccc2)cc1[N+](=O)[O-]
29: O=C(Cc1ccc2c(c1)CCCC2)Nc1ccc2ccccc2c1
30: Cc1cc(C)nc(SCc2ccc(C(=O)N/N=C3\CCCC(=O)C3)cc2)n1
31: CCCN(Cc1cc2cc(C)ccc2[nH]c1=O)C(=O)c1cccc([N+](=O)[O-])c1
32: C[C@H](NC(=O)c1ccccc1Cl)C(=O)NCCc1ccc(S(N)(=O)=O)cc1

Assay by compound	25	26	27	28	29	30	31	32
MOR-DOR ag	-1.2	-1.8	4.4	0.8	0.9	1.6	-2.3	-3.7
Tat transport	-4	0	4	-1	-5	0	2	11
SUMO Mot1 rescue	0	-16	-11	492	-3	3	-15	-3
AddAB inh	1.6	1.7	3.2	-1.5	0.8	3.2	1.4	1.7
phage Ecoli inh	2.7	0.9	2.2	1.8	1.0	4.1	1.4	2.6
PKA-R2B activ	10	-6	-2	-3	-2	-6	-11	4
OPRM1-OPRD1 inv	7	11	-23	-5	-5	-9	12	19
Ecoli viability	0.2	0.4	-1.0	-2.1	0.4	1.0	0.1	-3.1
HTR5A inv ag	14	6	-11	4	-25	-22	-47	1
PfHsp90 set2	-9	19	-2	1	-14	-11	-13	3
PKA-R1A act	-6	0	1	-8	-9	-5	4	8

33: CCC(C)(C)C1CCc2[nH]nc(C(=O)NCC3CC3)c2C1 (centres undefined)
34: Cc1cc([N+](=O)[O-])nn1Cc1ccc(F)cc1
35: O=S(=O)(NCc1ccc(C(F)(F)F)cc1)c1ccc(-n2cnnn2)cc1
36: CC(C)(C)C(=O)NC(NC(=S)Nc1ccc(S(N)(=O)=O)cc1)C(Cl)(Cl)Cl (centres undefined)
37: CN(C)C(=O)N1CCC(C(=O)NCc2cccs2)CC1
38: Cc1nc(-c2cc(-c3ccc(Cl)cc3)no2)cs1
39: O=C(NCc1ccco1)c1ccc(CS(=O)(=O)Cc2ccc(Cl)cc2)o1
40: S=c1[nH]nc(Cc2cccs2)n1-c1cccc2ccccc12

Assay by compound	33	34	35	36	37	38	39	40
MOR-DOR ag	3.9	0.7	-2.4	0.7	-2.3	2.1	1.1	-0.8
Tat transport	2	3	0	8	-8	-1	4	-2
SUMO Mot1 rescue	-2	/	4	-16	-5	4	9	65
AddAB inh	0.9	/	3.8	1.0	1.0	1.4	-0.3	0.7
phage Ecoli inh	2.4	1.3	2.1	4.0	1.9	-1.6	3.8	1.2
PKA-R2B activ	-4	-4	-8	0	-5	-5	9	-1
OPRM1-OPRD1 inv	-23	-4	13	-4	13	-12	-6	4
Ecoli viability	-1.4	/	-1.6	-0.5	-1.6	0.0	1.6	0.3
HTR5A inv ag	-9	16	-11	6	4	19	2	2
PfHsp90 set2	20	-7	-2	-8	18	10	-17	7
PKA-R1A act	1	-1	-4	-3	3	-4	6	-18

41: Cc1c(NC(=O)c2ccccc2)c(=O)n(-c2ccccc2)n1C
42: O=C(C1=C(O)C(=O)N(CCc2ccccc2)C1c1ccncc1)c1cc2ccccc2o1 (centres undefined)
43: O=C(NCc1ccccc1F)C1CCN(S(=O)(=O)c2ccccc2)CC1
44: CN1C(=O)N(CC(=O)N2CCN(c3ccccc3F)CC2)C(=O)C12CCCCC2
45: COc1ccc(Br)cc1CNC(=O)CCc1nc(-c2ccc(C)cc2)no1
46: COc1cc(OC)cc(C(=O)N2CCN(c3ccccn3)CC2)c1
47: CCN(CC)c1ccc(S(=O)(=O)N2CCOCC2)cc1NC(=O)C1CC1
48: O=C1c2ccccc2-c2onc3ccc(N4CCCC4)c1c23
49: Cc1nnc2n(-c3ccccc3)c(=O)c3ccccc3n12
50: CN(CC(=O)Nc1c(Cl)cccc1Cl)C(=O)C1CC(=O)N(Cc2ccccc2)C1 (centres undefined)
51: CC(C)n1c(SCC(=O)Nc2nc3c(s2)CCCC3)nc2c1c(=O)n(C)c(=O)n2C

Assay by compound	41	42	43	44	45	46	47	48	49	50	51
MOR-DOR ag	-0.3	-2.7	0.3	-5.6	-0.2	-2.8	-1.5	19*	-1.7	-3.7	-0.2
Tat transport	7	-11	3	-3	0	1	3	-5	-13	1	5
SUMO Mot1 rescue	206	404	8	-7	102	-1	/	/	58	0	5
AddAB inh	0.8	2.5	11	1.6	3.6	3.5	2.1	/	3.0	3.0	5.0
phage Ecoli inh	1.6	4.1	6.9	5.5	2.6	-0.6	1.0	-6.4	-1.6	0.8	2.9
PKA-R2B activ	1	-1	-7	-7	-5	5	2	-16	-1	2	-6
OPRM1-OPRD1 inv	2	15	-2	21	1	13	6	-97	9	14	1
Ecoli viability	0.8	2.8	5.3	-1.2	0.0	-1.4	-0.8	/	2.3	3.9	4.3
HTR5A inv ag	0	6	-12	0	-7	2	10	-4	-12	-4	9
PfHsp90 set2	-5	-6	10	24	-5	-15	3	-9	2	19	-7
PKA-R1A act	-4	0	3	-14	-5	-17	7	-21	-9	-2	-14
